Rab9 prom act: activators of Rab9 promoter; AID 485297; Huh7 Rab9 promoter-luciferase reporter, luminescence, 24 h; 320,000 compounds, 2.8% hits; Potency, µM (series often up to 9.22 µM), for the others: top-dose activation, negative = inhibition, most hits filed as activators; also: potency is read from the fitted curve at half-maximal effect; % of control where 0% means no effect; nearly all actives have a fitted effect of over 60% in size
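Rab9 promoter-driven luciferase in stably transfected Huh7 cells; 1500 cells/well rested 2 h, exposed to compound in DMSO for 24 h at 37 °C, 5% CO2. Luminescence read 10 min after adding luciferase reagent at ambient temperature.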
FLuc modulator: counter-screen for miR-21 project: firefly luciferase inhibitors or activators; purified FLuc, Km substrates, luminescence inhibition; P08659; Potency, µM (titrated, usually from 57.5 µM), without a hit: at the top dose activity change, negative = inhibition, hits mostly inhibitors; 360,000 compounds, 6.9% hits;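 also: potency is read from the fitted curve at half-maximal effect; plate controls were vehicle for no effect and reference inhibitor for full effect; nearly all actives have a fitted effect of over 55% in size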
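Purified P. pyralis luciferase (10nM final) with 10uM D-luciferin and 10uM ATP (Km levels) in 50mM Tris acetate pH 7.5, 10mM Mg acetate, 0.01% Tween-20, 0.05% BSA; qHTS 6-point titration, ~60 µM downward; luminescence read.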
MBNL1 CUG block: blocks human MBNL1 binding to CUG repeat RNA; AID 2675; TR-FRET MBNL1-His/biotin-(CUG)12 binding, 665/545 ratio; Q9NR56; Potency, µM (series often up to 57.5 µM), without a hit: at the highest dose activity change, negative = inhibition, usual class: inhibitors; 280,000 compounds, 0.036% hits; active = well fitted inhibition curve with a large enough effect in the signal ratio, with a control signal flat, not every such curve was filed as active; inconclusive = small, poorly fitted or top-dose-only effect, or effect the other way, or a change in a side signal; inactive = no such curve, though single readings can be large or run the other way; the % refers to the signal ratio; also: potency is read from the fitted curve at half-maximal effect; % is scaled to controls: 0 for no effect and ±100 for the full control effect
Target sequence (Q9NR56 whole entry, looked up): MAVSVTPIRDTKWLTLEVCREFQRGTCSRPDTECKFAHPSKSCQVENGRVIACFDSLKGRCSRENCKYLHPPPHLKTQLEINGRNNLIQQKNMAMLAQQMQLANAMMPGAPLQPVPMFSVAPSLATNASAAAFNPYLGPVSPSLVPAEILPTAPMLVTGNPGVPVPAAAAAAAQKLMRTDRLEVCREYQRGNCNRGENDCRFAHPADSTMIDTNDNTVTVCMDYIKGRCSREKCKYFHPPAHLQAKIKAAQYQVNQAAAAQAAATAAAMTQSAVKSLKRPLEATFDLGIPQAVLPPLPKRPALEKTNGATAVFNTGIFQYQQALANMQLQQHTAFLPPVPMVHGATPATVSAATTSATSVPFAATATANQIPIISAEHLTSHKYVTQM
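Inhibition of protein-RNA binding appears as loss of TR-FRET between terbium anti-His antibody on MBNL1-His and streptavidin-XL665 on biotin-(CUG)12. Activity is normalized to buffer-only and uninhibited-complex controls.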
Mito fusion act: inhibitors of mitochondrial division or activators of mitochondrial fusion; S. cerevisiae fusion-defective mutant growth rescue, CellTiterGlo 48 h; Potency, µM (series often up to 46.1 µM), inactives show top-dose growth rescue (activation), actives largely listed as activators; 320,000 compounds, 0.23% hits; AID 485298;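 also: potency is read from the fitted curve at half-maximal effect; % of control where 0% means no effect; nearly all actives have a fitted effect of over 45% in size; temperature-sensitive fusion mutants such as fzo1-1 at 37 °C on non-fermentable ethanol glycerol medium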
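Growth-rescue viability read-out: after 48 h at the non-permissive 37C in glycerol/ethanol YPEG, yeast mitochondrial fusion mutants are measured by CellTiterGlo luminescence; compounds (23 nl pinned per well) restoring growth score as division inhibitors or fusion activators.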
ELG1 repair inh: inhibitors of ELG1-dependent DNA repair in HEK293T cells; HEK293T ELG1-luciferase reporter, luminescence, 16 h; DNA damage induced by 5-fluorouridine; Potency, µM (top dose mostly 46.1 µM), without a hit: at the highest dose activity change, negative = inhibition, most hits filed as inhibitors; 330,000 compounds, 2.3% hits; AID 504467; also: potency is read from the fitted curve at half-maximal effect; % is scaled to controls: 0 for no effect and ±100 for the full control effect; nearly all actives have a fitted effect of over 55% in size
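HEK293T cells expressing luciferase-tagged ELG1 (2,000/well) received 5-Fluorouridine plus compound or DMSO for 16 hr at 37 °C. Luciferase was read by ONE-Glo luminescence after 30 min at room temperature.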
VP16 counter: counter-screen for ROR gamma inhibitors: Gal4-VP16 reporter | Drosophila S2 Gal4-VP16 UAS-luciferase, luminescence, 20 h | Potency, µM (titrated, usually from 53.6 µM), for the others: at the highest dose activity, negative = inhibition, usual class: inhibitors | 310,000 compounds, 3.5% hits;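 also: Gal4-VP16 expression switched on by copper sulfate through the metallothionein promoter; potency is read from the fitted curve at half-maximal effect; % is scaled to controls: 0 for no effect and ±100 for the full control effect; nearly all actives have a fitted effect of over 50% in size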
PKM2 activator: activators of human pyruvate kinase M2. Potency, µM (doses to about 57.5 µM), inactives show top-dose activation, actives largely listed as activators. purified PKM2, Kinase-Glo ATP luminescence, activation; response scale: 0% is enzyme alone, no compound. AID 1631. P14618. 260,000 compounds, 0.34% hits; also: potency is read from the fitted curve at half-maximal effect; % is scaled to controls: 0 for no effect and ±100 for the full control effect; nearly all actives have a fitted effect of over 55% in size
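Kinase-Glo luminescence reports ATP generated from ADP (0.1 mM) and PEP (0.5 mM) by purified hPK-M2 after 1 h at room temperature, pH 7.2 imidazole buffer; intermediate enzyme activity allows detecting inhibitors and activators.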
NPC1 promoter act: NPC1 promoter activation | Huh7 NPC1 promoter luciferase reporter, 24 h | Potency, µM (titrated, usually from 9.22 µM), for the others: top-dose activation, usual class: activators | 320,000 compounds, 2.4% hits | AID 485313;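 also: potency is read from the fitted curve at half-maximal effect; % of control where 0% means no effect; nearly all actives have a fitted effect of over 60% in size; reporter is driven by a mutant NPC1 promoter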
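Luminescence read-out of NPC1 promoter-driven luciferase in stably transfected Huh7 cells; compounds delivered in DMSO and left 24 h at 37C, 5% CO2, qHTS titration format.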
KCNH2 3.1 inh: inhibitors of human KCNH2 3.1 potassium channel isoform | activity change, % (tested at about 1.8 µM) | U2OS KCNH2 3.1, thallium flux FluxOr; hits give low values | AID 720553 | 340,000 compounds, 0.95% hits;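 active = maximum activity change below -70%; inconclusive = maximum activity change from -70% to -50%; inactive = maximum activity change above -50%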;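 also: thallium influx rate constant from kinetic fluorescence after stimulation buffer; % is scaled to controls: 0 for no effect and ±100 for the full control effect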
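U2OS cells transduced with KCNH2 3.1 mutant virus (1.77 x 10^8 /mL, 4 h), plated overnight at 37 C, loaded 45 min with FluxOr dye plus Red40 quencher. Thallium flux rate constant from kinetic reads after stimulation buffer, normalised to controls.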
RORg inh: ROR gamma (mouse) transcription inhibition. P51450. Drosophila S2 Gal4-RORgamma UAS-luciferase reporter, 20 h. Potency, µM (titrated, usually from 53.6 µM), without a hit: at the top dose activity change, negative = inhibition, actives largely listed as inhibitors. 310,000 compounds, 5.4% hits. AID 2551; also: potency is read from the fitted curve at half-maximal effect; % is scaled to controls: 0 for no effect and ±100 for the full control effect; nearly all actives have a fitted effect of over 60% in size
Target sequence (P51450 whole entry, looked up, the tested form may be a part): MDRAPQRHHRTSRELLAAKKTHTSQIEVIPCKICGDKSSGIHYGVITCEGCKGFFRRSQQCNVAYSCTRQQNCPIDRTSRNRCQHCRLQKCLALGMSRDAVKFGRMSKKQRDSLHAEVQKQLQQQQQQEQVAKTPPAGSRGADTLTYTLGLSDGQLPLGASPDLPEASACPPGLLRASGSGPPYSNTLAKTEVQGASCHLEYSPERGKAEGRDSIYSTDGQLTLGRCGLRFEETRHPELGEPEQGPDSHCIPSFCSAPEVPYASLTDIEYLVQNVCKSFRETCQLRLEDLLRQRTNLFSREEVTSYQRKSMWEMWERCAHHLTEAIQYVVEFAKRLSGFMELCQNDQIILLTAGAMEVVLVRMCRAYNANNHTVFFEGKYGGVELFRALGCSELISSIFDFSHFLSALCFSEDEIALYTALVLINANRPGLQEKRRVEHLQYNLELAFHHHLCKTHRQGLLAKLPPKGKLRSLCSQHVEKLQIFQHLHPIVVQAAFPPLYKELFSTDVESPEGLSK
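Read-out: Photinus luciferase luminescence; inhibitors lower reporter signal. Insect Schneider cells with Gal4-ROR gamma fusion under metallothionein promoter, UAS reporter; 700 uM final copper sulfate induction, 20 hr, ambient temperature.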
Menin MLL FP TR: menin-MLL binding inhibition, Texas Red mutant peptide. Menin + Texas Red MLL mutant peptide, fluorescence polarization. Potency, µM (titrated, usually from 61.6 µM), for the others: at the top dose FP activity change, negative = inhibition, usual class: inhibitors. 270,000 compounds, 0.23% hits. AID 1768; active = well fitted inhibition curve with a large enough effect in the polarisation, with a control signal flat, not every such curve was filed as active; inconclusive = small, poorly fitted or top-dose-only effect, or effect the other way, or a change in a side signal; inactive = no such curve, though single readings can be large or run the other way; the % refers to the polarisation; also: potency is read from the fitted curve at half-maximal effect; % of control where 0% means no effect; many of its hits are not listed in these tables
* hit, by the source's call; ? = inconclusive; . = no result given; [ ] = remark or other dose. Unless noted, calls follow the shape of the dose curve; as a rule, active = well fitted curve in the direction sought with a large enough effect; inconclusive = small, poorly fitted or top-dose-only effect, or another doubt; inactive = no such curve, though single readings can be large; an effect the other way counts as inactive or inconclusive. A portion of the library; the hit share may differ from the screen's.

SMILES	Rab9 prom act	FLuc modulator	MBNL1 CUG block	Mito fusion act	ELG1 repair inh	VP16 counter	PKM2 activator	NPC1 promoter act	KCNH2 3.1 inh	RORg inh	Menin MLL FP TR
CCc1ccccc1NC(=O)CN(C)C(=O)CSc1nn(-c2ccccc2)c(=S)s1	-2%	3%	0%	4%	-23%	2%	7%	-3%	1	7%	5%
c1ccc2c3nnc4n(c-3nc2c1)CCCS4	14%	-18%	?	1%	?	10%	-6%	13%	2	2%	-2%
O=C(Nc1nccs1)C1CCCN1S(=O)(=O)c1ccc(F)cc1 (centres undefined)	-8%	3%	-9%	-6%	-2%	-6%	-2%	0%	13	-29%	15%
COc1cccc2c(=O)n(CC(=O)Nc3ccccc3F)ccc12	1%	-1%	?	6%	23%	-13%	-16%	7%	-7	?	1%
CCc1ccc(C2NC(=O)c3ccccc3O2)cc1 (centres undefined)	-4%	?	4%	10%	6%	1%	.	0%	10	22%	?
COc1ccc(OCCCC(=O)Nc2cc([N+](=O)[O-])ccc2C)cc1	10%	-2%	-2%	1%	16%	0%	-6%	?	-22	30%	5%
CC(C)c1nnc(NC(=O)Cc2ccc(Br)cc2)s1	-6%	9%	-10%	-4%	2%	-8%	0%	1%	27	?	-5%
O=C1/C(=C/c2cccnc2)SC(=S)N1c1ccc(F)cc1	2%	1%	3%	0%	10%	-11%	4%	-8%	11	11µM*	8%
CCNc1nc(NCC)nc(Oc2ccc(C(=O)OC)cc2)n1	-5%	-2%	-11%	3%	1%	-6%	3%	0%	-4	10%	.
O=S(=O)(Nc1ccc(O)c(NS(=O)(=O)c2ccccc2)c1)c1ccccc1	7%	?	1%	-4%	-5%	?	17%	0%	-6	-11%	.
CC1(C)CC(CCC(=O)NC(=S)Nc2ccccc2Cl)C(=O)O1 (centres undefined)	-5%	3%	-1%	0%	3%	?	-3%	-2%	25	18µM*	4%
COc1ccc(OC)c(/C=N\NC(=O)CSc2nnc(CCCc3ccc(OC)c(C)c3)o2)c1	.	-2%	10%	2%	.	3%	0%	.	-21	?	3%
Cc1ccc(-n2c(C)csc2=N)cc1	2µM*	5.4µM*	-8%	-2%	?	-15%	0%	3.2µM*	-15	?	-7%
COc1ccc(C(=O)Oc2cccc(/C=N/NC(N)=S)c2)cc1	12%	12µM*	.	-1%	1%	10µM*	-6%	20%	7	16µM*	-22%
CC(NC(=O)/C(C#N)=C/c1ccc(C(=O)O)cc1)c1ccccc1 (centres undefined)	5%	-5%	-6%	-3%	24%	?	2%	1%	-1	32%	15%
Cc1oc(-c2cccc(Cl)c2)nc1CS(=O)(=O)CC(=O)NCCN1CCOCC1	1%	-4%	3%	-1%	0%	0%	-6%	-1%	12	-20%	3%
COc1ccc(C2CC(c3cccs3)=Nc3ccccc3S2)cc1 (centres undefined)	?	?	2%	10%	?	?	3%	21%	7	?	?
COC(=O)CN1C(=O)S/C(=C/c2ccc(N3CCCCC3)o2)C1=O	?	19µM*	?	-4%	?	5µM*	?	24%	-8	?	?
CN(C)c1ccc(C(=O)Nc2nc3c(s2)CCCC3)cc1	0.32µM*	0.24µM*	0%	?	?	11µM*	-4%	0.45µM*	3	5.6µM*	?
Oc1ccc(N=Nc2nc(-c3ccccc3)c(-c3ccccc3)[nH]2)cc1	-5%	?	10%	-26%	?	?	8%	0%	-19	13µM*	?
COc1ccc2cc1Oc1ccc(cc1)CC1c3c(cc(OC)c4c3Oc3cc5c(cc3O4)CCNC5C2)CCN1C (centres undefined)	-17%	0%	?	-6%	?	7.1µM*	-13%	-15%	2	4.5µM*	.
COc1ccc(NC(=O)C2CCCN(S(=O)(=O)c3ccc(Cl)cc3)C2)cc1OC (centres undefined)	-8%	1%	-6%	-3%	?	8%	.	-6%	1	2%	.
O=C(c1ccc(OC2CCN(Cc3ccc(C(F)(F)F)cc3)CC2)cc1)N1CCCCC1	-6%	0%	-1%	-8%	?	-2%	1%	-3%	-5	?	-29%
Cc1ccc(S(=O)(=O)N2CCC(C(=O)Nc3nnc(COc4ccccc4)s3)CC2)cc1	4%	3%	-6%	-1%	?	0%	1%	1%	-5	1%	-10%
CC(C)(C)c1ccc(S(=O)(=O)NCc2ccc(C(=O)N3CCCC3)cc2)cc1	-3%	-2%	1%	-3%	-15%	5%	6%	1%	-3	1%	-11%
(continued)
SMILES	Rab9 prom act	FLuc modulator	MBNL1 CUG block	Mito fusion act	ELG1 repair inh	VP16 counter	PKM2 activator	NPC1 promoter act	KCNH2 3.1 inh	RORg inh	Menin MLL FP TR
O=C(CSc1nc2c(c(C(F)(F)F)n1)CCc1ccccc1-2)NCc1ccc(F)cc1	1%	2%	-8%	-2%	?	19%	-2%	0%	-8	16%	-1%
Cc1c(OC(C)C(=O)NCCN2CCOCC2)ccc2c(-c3ccccc3)cc(=O)oc12 (centres undefined)	1%	1%	?	-15%	-6%	-4%	-1%[0.46 µM]	2%	-5	-39%	-17%
O=C(C1CC1)N1CCN(c2ccnc3cc(Cl)ccc23)CC1	-18%	5%	19%	-5%	?	3%	-6%	-6%	.	9%	-12%
Cc1cc(C(=O)COC(=O)c2ccc(O)cc2)c(C)n1CCc1ccc(F)cc1	2%	-19%	5%	-5%	-1%	5%	12%	4%	-7	41%	-9%
CCOC(=O)CSc1nnc(-c2c[nH]c3ccccc23)n1CC	-2%	-2%	8%	-1%	-1%	5%	5%	0%	0	?	?
O=c1[nH]c2ccc(S(=O)(=O)N3CCCCC3)cc2s1	-3%	2%	-5%	6%	12%	-3%	6%	0%	-1	11%	7%
NS(=O)(=O)c1ccc(CCNC(=O)C(=O)NCC2OCCN2S(=O)(=O)c2ccc(F)cc2)cc1 (centres undefined)	3%	3%	-2%	6%	9%	3%	-1%[0.46 µM]	-3%	4	-2%	8%
C/C=C(\C)C(=O)NNC(=O)c1sc(-c2ccccc2)nc1C	1%	2%	23%	-1%	15%	-13%	5%	2%	4	-8%	.
COc1ccc(C2Nc3ccccc3NC3=C2C(=O)CC(C)(C)C3)cc1O (centres undefined)	-2%	1%	16%	3%	0%	4%	-24%	3%	-13	-26%	-16%
CCOc1cc(/C=N\NC(=O)c2ccc(NC(=O)CC)cc2)ccc1OC(=O)c1ccccc1	0%	1%	5%	-1%	5%	-3%	0%	-1%	-23	2%	-7%
O=S(=O)([O-])CCC[n+]1c(/C=C\Nc2ccccc2)oc2ccc(-c3ccccc3)cc21	3%	4%	18%	-2%	14%	-9%	23%	-1%	.	-2%	?
CCCCCOC(=O)CSc1nc2c(c(=O)[nH]c(=O)n2C)n1Cc1ccc(Cl)cc1	-2%	4%	4%	5%	2%	-9%	2%	-3%	?	-21%	-3%
CC(Sc1nnc(-c2ccco2)n1N)C(=O)NCC1CCCO1 (centres undefined)	2%	1%	.	0%	9%	.	.	-2%	-21	.	.
CN(C)c1ccc(CNC(=O)C2CCN(S(=O)(=O)c3ccc4c(c3)CCCC(=O)N4)CC2)cc1	-1%	2%	-3%	3%	8%	3%	.	-16%	-1	-21%	.
Cc1nnc2n1N=CC=C(c1ccccc1)S2	-4%	2%	?	8%	3%	16%	-2%	1%	11	?	10%
CC(C)C(NC(=O)c1cccnc1)C(=O)O (centres undefined)	-2%	-1%	-6%	-4%	3%	0%	-2%	-8%	2	7%	20%
COc1ccc(NC(=O)COC(=O)c2cc(OC)c(OC)c(OC)c2)c([N+](=O)[O-])c1	-6%	-3%	21%	0%	-8%	-4%	2%	-4%	16	-6%	.
O=C(CC1SC(=Nc2ccccc2)N(CCCCO)C1=O)NCc1ccccc1 (centres undefined)	-1%	3%	-1%	-4%	-3%	0%	-1%	-4%	0	12%	17%
CC1CCC2(CC1)NC(=O)N(NC(=O)CCc1c[nH]c3ccccc13)C2=O (centres undefined)	-3%	2%	.	-2%	4%	.	.	1%	-23	.	.
Oc1c(Cl)cc(Cl)cc1/C=N/NC(=S)NC1CC2C=CC1C2 (centres undefined)	-6%	?	-27%	7%	15µM*	20µM*	-3%	-2%	-18	4.5µM*	.
